Compound activity deposited in PubChem by several laboratories.
BioA inh: inhibitors of Mycobacterium tuberculosis BioA enzyme; AID 602481; actives 0.096% (n = 360,000); purified M. tuberculosis BioA enzyme, plate reader; inhibition, % at 9.99 µM; in the data active = inhibition above about 40%; inconclusive = no clear call, values can overlap the other calls
GDH-TPI inh: counter-screen for M. tuberculosis FBA inhibitors: GDH-TPI coupled enzymes; inhibition, % at 4.8 µM; actives 1.2% (n = 360,000); AID 588335; GDH-TPI coupled enzyme counterscreen, NADH absorbance; in the data active = inhibition above about 30%;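 note: 0% = DMSO wells and 100% = wells lacking the enzyme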
MazF activator: increases E. coli MazEF RNase cleavage of RNA; P0AE70; FAM/BHQ RNA-DNA oligo cleavage fluorescence, 5 h; actives 0.32% (n = 350,000); activation, % at 20 µM; in the data active = activation above about 50%
Target sequence (P0AE70 whole entry, looked up): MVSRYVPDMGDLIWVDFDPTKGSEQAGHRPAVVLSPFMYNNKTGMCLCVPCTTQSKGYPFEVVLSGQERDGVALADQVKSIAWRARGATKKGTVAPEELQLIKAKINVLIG
FBA Mtb inh: Mtb fructose-bisphosphate aldolase inhibition | AID 588726 | actives 2.3% (n = 360,000) | inhibition, % at 1 µM | P9WQA3 | purified M. tuberculosis FBA, fluorescence read-out; in the data active = inhibition above about 27%;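 note: 0% = vehicle and 100% = reference inhibitor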
Target sequence (P9WQA3 whole entry, looked up): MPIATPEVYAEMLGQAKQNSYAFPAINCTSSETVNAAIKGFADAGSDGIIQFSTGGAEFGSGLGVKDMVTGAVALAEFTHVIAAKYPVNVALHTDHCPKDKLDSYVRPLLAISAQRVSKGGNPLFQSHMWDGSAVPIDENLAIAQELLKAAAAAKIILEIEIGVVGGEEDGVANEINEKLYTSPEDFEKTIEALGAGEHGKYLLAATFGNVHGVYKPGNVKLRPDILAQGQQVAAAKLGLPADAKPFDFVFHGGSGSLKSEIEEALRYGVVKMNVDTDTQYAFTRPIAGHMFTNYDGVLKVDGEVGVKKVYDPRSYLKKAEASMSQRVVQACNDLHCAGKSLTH
Rv3671c inh: inhibits the M. tuberculosis serine protease Rv3671c. P9WHR9. actives 0.048% (n = 320,000). inhibition, % at 5.96 µM; in the data active = inhibition above about 38%;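 note: extracellular domain of Rv3671c used as enzyme; 0% = enzyme with DMSO and 100% = no enzyme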
Target sequence (P9WHR9 whole entry, looked up, the tested form may be a part): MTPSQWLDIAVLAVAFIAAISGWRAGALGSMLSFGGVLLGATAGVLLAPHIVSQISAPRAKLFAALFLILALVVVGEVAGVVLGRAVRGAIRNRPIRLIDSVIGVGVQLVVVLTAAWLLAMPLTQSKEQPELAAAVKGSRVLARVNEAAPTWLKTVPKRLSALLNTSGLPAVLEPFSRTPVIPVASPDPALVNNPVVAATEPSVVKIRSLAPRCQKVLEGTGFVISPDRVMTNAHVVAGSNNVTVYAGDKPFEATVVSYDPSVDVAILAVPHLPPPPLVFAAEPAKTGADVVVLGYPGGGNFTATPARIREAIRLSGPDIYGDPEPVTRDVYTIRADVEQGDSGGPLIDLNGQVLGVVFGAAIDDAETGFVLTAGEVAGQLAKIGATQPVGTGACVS
BoNT-F LC inh: inhibitors of Botulinum neurotoxin F light chain protease; AID 588497; Multiplex microsphere protease cleavage assay, flow cytometry; inhibition, % at 10 µM; actives 0.22% (n = 360,000); in the data active = inhibition above about 35%, passing the limit was not always enough; inconclusive = no clear call, values can overlap the other calls; note: plate controls were buffer without enzyme for full effect and enzyme alone for no effect
PrPC TRFRET: inhibitors of human cell surface prion protein PrPC; P04156; TR-FRET read-out; inhibition, % at 13.8 µM; actives 0.43% (n = 370,000); AID 720596; in the data active = inhibition above about 24%; note: 0% = median of the test wells and 100% = reference compound wells
FadD28 FP inh: inhibitors of Mycobacterium tuberculosis FadD28 bisubstrate binding; FadD28 bisubstrate probe binding, fluorescence polarization; inhibition, % at 12.5 µM; actives 0.22% (n = 360,000); in the data active = inhibition above about 8.5%, passing the limit was not always enough; inconclusive = no clear call, values can overlap the other calls
Mtb UGM inh: inhibitors of M. tuberculosis UDP-galactopyranose mutase. P9WIQ1. actives 0.06% (n = 320,000). AID 504406. purified UGM, fluorescence polarization probe displacement. inhibition, % at 10 µM; in the data active = inhibition above about 10%, passing the limit was not always enough; inconclusive = no clear call, values can overlap the other calls
* marks the source's active call; other numbers are inactive results; ? = inconclusive; / = not tested or not shown; & = joins results of further samples.

SMILES	BioA inh	GDH-TPI inh	MazF activator	FBA Mtb inh	Rv3671c inh	BoNT-F LC inh	PrPC TRFRET	FadD28 FP inh	Mtb UGM inh
Cc1cc2oc(=O)cc(CN3CCOCC3)c2cc1C(C)C	0.9	0	2	-2	-8	-1	7	-2.5	-2.0
COCCNC(=O)C1CCCN(C(=O)c2ccc3sccc3c2)CC1 (stereo unspecified)	1.8	-2	/	-4	/	0	2	-1.3	/
O=C(c1cccs1)N1CCCC(N2CCN(c3ccc(F)cc3)CC2)C1 (stereo unspecified)	7.8	0	-2	0	12	1	-1	-1.8	-2.7
COc1ccccc1N(C)S(=O)(=O)c1ccc(C(=O)Nc2cc(F)ccc2C)cc1	-0.2	-1	-1	1	-1	-7	-6	-1.4	0.9
O=C(Nc1ccc(Nc2ccccc2)cc1)c1ccc(Br)o1	-1.0	29	-3	-2	17	-6	4	3.3	3.6
O=C(NNc1c(F)c(F)cc(F)c1F)c1ccc(Cl)nc1	-0.2	-2	1	-2	-5	3	-5	-3.2	-1.2
Clc1ccc(C2Nc3cccc4cccc(c34)N2)cc1	-0.7	21	10	-3	-5	?	-1	-0.2	0.3
O=C(CCN1CCCCC1)c1ccc2c(c1)OCO2	0.7	-1	-1	1	0	5	1	-4.8	2.5
C/C(=N\NC(=O)c1ccc(O)cc1)c1cccc(NC(=O)c2ccccc2C)c1	-0.2	1	3	1	13	-5	6	-2.2	3.3
O=C(OCCSCCOC(=O)C1CC=CCC1)C1CC=CCC1 (stereo unspecified)	0.6	4	1	-2	/	-12	-3	-2.6	/
CC1(C)CC2CC(C)(CN2C(=O)COc2cccc3ccccc23)C1 (stereo unspecified)	-1.8	12	7	4	-8	9	-1	-2.4	1.6
COc1ccc(OCCNC(=S)Nc2cccc3ccccc23)cc1	-2.8	9	-6	2	-14	-3	22	-2.3	1.4
CCc1cccc(OCCCCNCCCOC)c1	-2.3	2	7	-1	-6	-6	4	1.4	0.8
CCOC(=O)c1sc2nc(C)nc(N3CCN(c4ncccn4)CC3)c2c1C	/	14	5	0	-2	/	-2	0.3	1.7
COc1ccc(OCC(=O)OC(C)CN2CCCCC2)cc1 (stereo unspecified)	1.4	9	11	-2	-1	/	3	-0.2	0.8

Look-ups from above.
GDH-TPI inh result of Clc1ccc(C2Nc3cccc4cccc(c34)N2)cc1 is entered as 21
GDH-TPI inh result of O=C(NNc1c(F)c(F)cc(F)c1F)c1ccc(Cl)nc1 is entered as -2
Mtb UGM inh result of COc1ccc(OCC(=O)OC(C)CN2CCCCC2)cc1 (stereo unspecified) is entered as 0.8
Mtb UGM inh result of CCOC(=O)c1sc2nc(C)nc(N3CCN(c4ncccn4)CC3)c2c1C is entered as 1.7
Rv3671c inh result of O=C(Nc1ccc(Nc2ccccc2)cc1)c1ccc(Br)o1 is entered as 17
PrPC TRFRET result of O=C(c1cccs1)N1CCCC(N2CCN(c3ccc(F)cc3)CC2)C1 (stereo unspecified) is entered as -1
FBA Mtb inh result of C/C(=N\NC(=O)c1ccc(O)cc1)c1cccc(NC(=O)c2ccccc2C)c1 is entered as 1

Continued:
SMILES	BioA inh	GDH-TPI inh	MazF activator	FBA Mtb inh	Rv3671c inh	BoNT-F LC inh	PrPC TRFRET	FadD28 FP inh	Mtb UGM inh
COc1cccc(N=C2SC(C(=O)Nc3ccccc3F)CC(=O)N2C)c1 (stereo unspecified)	-0.5	6	-2	0	-2	-5	-4	-0.5	0.5
O=C(NCCCN1CCOCC1)c1ccc(NS(=O)(=O)c2cccc([N+](=O)[O-])c2)cc1	-0.7	0	2	-2	6	8	-8	-2.2	2.2
COc1cc(/C=N/NC(=O)c2ccncc2)ccc1Oc1ccc([N+](=O)[O-])cn1	-0.3	2	-4	1	-4	-2	-1	-2.5	-2.7
Cc1c(NC(=O)c2ccccc2NC(=O)c2ccccc2)cccc1C(=O)O	-1.5	16	8	1	-7	2	0	-2.4	-1.2
CC(C)CNC1=CC(=O)CC(c2ccco2)C1 (stereo unspecified)	1.6	3	-7	-2	4	-5	-11	-0.2	0.3
CC(C)=C1C2C=CC1C(C(=O)Nc1cccc(C)c1)C2C(=O)O (stereo unspecified)	-1.2	1	0	2	2	-2	15	-3.2	-0.8
Cc1cc(NC(=O)c2ccc(S(=O)(=O)N(C)C)cc2)no1	-1.0	6	1	0	-13	-2	0	-0.9	0.8
CCCCN1C(=O)C(CC(=O)NC(c2ccccc2)c2ccccc2)CC(C(=O)N2CCOCC2)=C1C (stereo unspecified)	0.1	-12	8	-1	/	-2	0	-3.4	/
CCc1[nH]nc2c1C(Cc1ccccc1)C(C#N)=C(N)O2 (stereo unspecified)	1.4	2	12	6	3	-5	8	-3.1	1.0
O=C(CSc1nnc(-c2ccncc2)n1Cc1ccco1)Nc1cccc(O)c1	-0.7	-2	1	-1	9	-5	8	-1.7	-1.2
O=C(NCC1CC1)NC(=O)c1c(F)cccc1Cl	-1.0	-11	18	-1	1	24	1	-4.4	-0.6
Cc1cc(C)c2c(ccc3ccccc32)n1	/	3	11	0	/	-2	2	-5.0	/
CCOC(=O)N1CCN(C(=O)c2ccccc2SCC(=O)NCC2CCCCC2)CC1	/	-8	0	-2	8	-3	-2	-1.4	0.4
Cn1c(-c2cccc(Br)c2)n[nH]c1=O	/	8	6	1	3	2	-4	-1.6	-0.6
Cc1ccc(NC(=O)CSc2nnc(CN3CCOCC3)n2C)cc1C	/	-4	4	3	6	-2	-1	-0.4	-4.2

Just BoNT-F LC inh, MazF activator and BioA inh, for two of the compounds above:
SMILES	BoNT-F LC inh	MazF activator	BioA inh
Cc1c(NC(=O)c2ccccc2NC(=O)c2ccccc2)cccc1C(=O)O	2	8	-1.5
CC(C)CNC1=CC(=O)CC(c2ccco2)C1 (stereo unspecified)	-5	-7	1.6

(list continues)
SMILES	BioA inh	GDH-TPI inh	MazF activator	FBA Mtb inh	Rv3671c inh	BoNT-F LC inh	PrPC TRFRET	FadD28 FP inh	Mtb UGM inh
O=c1c(O)c(-c2ccc(O)c(O)c2)oc2cc(O)ccc12	-2.2	21	58*	6	/	-16	-10	3.9	/
COc1ccc(NC(=O)c2ccc(F)cc2)cc1S(=O)(=O)Nc1cc(C)ccc1Br	/	-1	5	0	-119	0	9	-3.0	-1.1
Cn1c(C(=O)NC2CCCCCC2)cc2c(=O)n(C)c3ccccc3c21	-2.5	-12	-41	7	13	-6	11	-4.0	0.7
CN(C(=O)c1ccc(NC(=O)Cc2ccc(NC(=O)C3CCN(C(=O)CCc4ccccc4)CC3)cc2)cc1)C1CCCC1	-0.7	-6	-13	-4	/	-4	1	-2.9	/
COC(=O)CCN(Cc1cc(OC)ccc1OC)S(=O)(=O)c1ccccc1Br	1.2	-4	2	1	/	-2	10	-2.9	/
COc1ccc(C(O)c2coc3ccc(O)c(CN(C)C)c23)cc1 (stereo unspecified)	-0.3	-1	6	5	-6	16	-12	-2.4	-3.2
CSCC(C)N1CCC(n2nccc2NC(=O)CCCc2ccccc2)CC1 (stereo unspecified)	-7.9	6	-172	1	-4	4	-8	0.5	0.6
Cc1ccc(NC(=O)COC(=O)CCc2ccc(S(=O)(=O)N3CCOCC3)cc2)c(C)c1	/	-6	5	0	-8	-5	1	-2.6	0.0
CCOC(=O)CC[C@H](NC(=O)Cn1cnc2c(SC)nc(N)nc21)C(=O)OCC	0.0	10	3	2	-1	2	-1	-1.4	1.2
COc1ccc(/C=C2\NC(=S)N(CC3CCCO3)C2=O)c(OC)c1 (stereo unspecified)	-0.4	14	8	-8	-3	6	-7	0.9	1.0
O=C(CO)N/N=C/c1ccccc1F	-0.8	1	-2	0	-5	3	3	-1.9	4.1
CC1C(=O)CC(c2ccccc2)NC1c1ccccc1 (stereo unspecified)	-0.5	-1	5	0	-1	-21	-2	0.7	-0.5
CCOC(=O)N1CCN(C(=O)Cn2cc3c(n2)CCCC3)CC1	1.3	-11	4	-5	2	-3	2	-3.8	-0.6
CCCC(=O)OCCNc1cc(SCc2ccco2)c2nonc2c1[N+](=O)[O-]	/	9	0	-6	-18	-2	-12	-1.8	3.1
CCCC1CCc2c(c3ccccc3[nH]c2=O)O1 (stereo unspecified)	1.1	-6	-12	-1	-8	0	7	-2.8	-3.2
COc1ccc(NC(=O)c2sc3ncnc(N4CCN(c5ccccn5)CC4)c3c2C)cc1Cl	-1.1	24	-22	3	-86	-1	1	-1.4	-3.1
CN(Cc1ccc(F)cc1)C(=O)CN1C(=O)c2ccccc2S1(=O)=O	/	1	6	-1	5	-14	7	0.6	2.5
CC(NC(=O)c1cccc(S(=O)(=O)N2CCN(Cc3ccccc3)CC2)c1)c1ccc(Cl)cc1 (stereo unspecified)	-0.2	1	-2	0	/	-9	3	-1.0	/
O=C1c2ccc(-c3ccc(F)cc3OCc3ccccc3)cc2S(=O)(=O)c2cccc(C(=O)N3CCCC3)c21	0.2	-7	-20	0	6	5	/	1.5	2.4
c1ccc2sc(-c3ccncc3)nc2c1	/	8	5	2	2	6	5	-2.3	-1.8
CCOC(=O)c1c(C)sc2c1N(C(=O)CN(CC)CC)c1ccccc1S2	4.0	-7	2	-1	6	18	-1	-5.0	-0.5
COc1ccc(-n2c(=O)c3ccccc3n(CC(=O)Nc3cccc(OC)c3)c2=O)cc1	/	1	-2	0	6	-2	5	-2.3	2.5
COc1cccc(/C=N/NC(=O)CCn2cnc3ccccc32)c1	2.9	1	13	-2	12	?	1	-4.0	1.9
COC(=O)c1ccccc1NC(=O)CSc1ccccn1	26	-6	3	1	4	-8	6	-3.8	-1.8
COc1ccc(OC)c(NC(=O)CSc2nc(O)cc(=O)n2CC(C)C)c1	-5.1	3	-37	3	-2	-9	7	-1.1	0.2
COc1ccccc1N1CCN(C(=O)C(C)N(c2ccc(C)cc2)S(C)(=O)=O)CC1 (stereo unspecified)	-0.7	-1	2	4	1	5	-1	-1.4	1.8
COCCN(Cc1cc2ccc(C)cc2n2nnnc12)Cc1nnnn1C(C)(C)C	9.6	-2	1	1	0	0	-2	-4.5	0.6
CCc1ccc(CN2CCN(c3ncccn3)CC2)cc1	0.0	-3	-4	0	4	44*	0	-2.9	-0.8
CC(=O)N1CCN(c2ccc(NC(=O)c3ccccc3Cl)cc2)CC1	-0.6	6	7	1	1	2	-9	-0.1	0.8
O=C(NNS(=O)(=O)c1ccccc1F)c1cccc(S(=O)(=O)N2CCOCC2)c1	-1.1	8	7	-1	-6	7	-3	-0.5	-0.4
Cc1ccccc1Cn1c2ccccc2c2cnn(CC(=O)N3CCN(c4ccccc4)CC3)c(=O)c21	-1.6	11	-16	4	/	-10	-1	-0.4	/
CC1([N+](=O)[O-])COP(=O)(NCc2cccnc2)OC1 (stereo unspecified)	/	0	0	0	/	-2	5	-1.4	/
C=CCOc1ccc(Br)cc1/C=C1\NC(=S)N(C(C)=O)C1=O	2.0	19	10	8	-4	-24	-4	-5.8	2.1
COC(=O)c1ccc(CNC(=O)c2ccc(S(=O)(=O)N3CCCC(C)C3)cc2)cc1 (stereo unspecified)	-3.9	4	-27	1	-25	4	1	-0.8	-0.6
COC(=O)C1C2C=CC3(CN(C(C)C)C(=O)C13)O2 (stereo unspecified)	-0.5	-11	5	0	4	2	-2	-3.0	0.8
O=C(NCc1ccco1)C1CCN(C(=O)c2ccc(Cl)cc2Cl)CC1	-3.1	-8	8	1	-5	5	0	-0.6	1.9
CC(C)(C)[C@H]1C=C(C(=O)NCc2ccccc2)O[C@@H](OCc2ccc(CO)cc2)C1	-0.2&19	3	4	-2	-12	-2	7	-0.5	-0.7
Cc1noc(C)c1NC(=O)N(C)C[C@H]1Oc2ccc(NC(=O)Cc3ccccc3)cc2C(=O)N([C@H](C)CO)C[C@@H]1C	0.2&-0.9	16	1	3	-9	2	-3	1.5	-3.9
O=C(O)Cc1ccc(NC(=O)c2cccc(NC(=O)c3ccco3)c2)cc1	/	4	-5	3	-11	1	8	-4.2	-1.4
Nc1ccc(S(=O)(=O)Nc2nccc(/C=C/c3ccc(Cl)cc3)n2)cc1	-2.4	25	-3	-4	-15	3	0	-1.9	1.1
CCCC1S/C(=N/N=C/c2ccco2)NC1=O (stereo unspecified)	/	28	2	-1	-9	-2	-3	-0.4	-3.0
CC1=C(C(=O)N(C(C)C)C(C)C)CC(CC(=O)NCc2cccc3ccccc23)C(=O)N1Cc1ccc(C(C)(C)C)cc1 (stereo unspecified)	1.1	/	/	1	/	1	5	-1.7	/
COc1ccc(C(=O)C[N+]2(C)CCOCC2)cc1	/	18	-21	2	5	46*	4	1.4	-4.0
